PTAP TSG101 blk: blocks PTAP/TSG101 interaction to inhibit HIV-1 budding | Fluorescence polarization, FITC-PTAP peptide / Tsg101 binding | 340,000 tested, under 10 active | AID 493005 | Potency, µM (doses to about 115 µM), for inactives: at the highest dose activity change, negative = inhibition, usual class: inhibitors; active means well fitted inhibition curve with a large enough effect in the main read-out, with a control signal flat, not every such curve was filed as active; inconclusive means small, poorly fitted or top-dose-only effect, or effect the other way, or a change in a side signal; inactive means no such curve, though single readings can be large or run the other way; further: potency means the concentration at half of the fitted maximal effect; % of control where 0% means no effect
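Fluorescence polarization binding of Tsg101 binding domain (10 uM final) to FITC-labeled PTAP peptide (50 nM final) in HEPES pH 7.5 buffer with NaCl, Tween 20, EDTA, TCEP. Compounds added before peptide; binding 20 min at RT.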
p53 reactivator: re-activators of mutant p53. H1299 p53-A138V BP100-luciferase reporter, luminescence, 24 h. Potency, µM (series often up to 92.2 µM), for inactives: at the highest dose activity change, positive = activation, hits mostly activators. actives 0.063% (n = 320,000). AID 504706; further: potency means the concentration at half of the fitted maximal effect; % of control where 0% means no effect; nearly all actives have a fitted effect of over 45% in size
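p53-null H1299 cells stably carrying temperature-sensitive p53-A138V and a BP100-luciferase reporter were pinned with compounds (4-point, 1:5 series) and held 24 hrs at 37 deg C. Luminescence was read 10 min after detection reagent.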
TRPV1 ag: activates the human vanilloid receptor TRPV1; Q8NER1; TRPV1-expressing cells, Fluo-8 calcium influx, agonist mode; actives 0.19% (n = 320,000); activation, % at 8.33 µM; AID 540275; in the data active means activation above about 80%; inconclusive means between about 30% and that limit; further: 0% is about no effect
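Cells expressing TRPV1 were dye-loaded with Fluo-8 and read kinetically: 10 s baseline, 3 min after compound (agonist portion), then 2 min after EC20 capsaicin (allosteric enhancer portion). Calcium-bound dye fluorescence at 480/520 nm.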
A-T KAP1 phos: potential ataxia-telangiectasia treatments restoring KAP-1 phosphorylation; […] A-T fibroblasts, KAP-1 phosphorylation AlphaLISA; neocarzinostatin DNA damage 30 min before lysis; Potency, µM (series often up to 57.5 µM), for the others: at the top dose activation, usual class: activators; actives 0.19% (n = 320,000); AID 485349; further: potency means the concentration at half of the fitted maximal effect; % of control where 0% means no effect; nearly all actives have a fitted effect of over 45% in size
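hTERT-immortalized A-T patient fibroblasts ([…]), 500 cells/well in OPTI-MEM, 1% FBS, got compounds for 60 min, then NCS for 30 min at 37C. Lysates were then assayed for phospho-KAP-1 by AlphaLISA (anti-pKAP1 donor, anti-KAP1 acceptor beads), 6 hr at 25C.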
BRCA1 expr up: BRCA1 expression activation; MCF7-BRCA1-FFLuc reporter, luminescence, 48 h; response scale: scaled: vehicle 0%, 10 µM genistein 100%; Potency, µM (series often up to 46.1 µM), for inactives: top-dose activation, actives largely listed as activators; actives 1.1% (n = 380,000); AID 624202; further: potency means the concentration at half of the fitted maximal effect; nearly all actives have a fitted effect of over 80% in size; some results filed as inactive show a strong effect at the top dose
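Compounds are tested at multiple concentrations on MCF7 BRCA1-luciferase reporter cells seeded at 2000 per well; after 48 h, a single luminescence end-point is taken and curves fitted to the normalized data.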
CXXC DNA block: MLL CXXC-DNA interaction inhibition; MLL-CXXC / FITC-HOXA9 DNA fluorescence polarization; Potency, µM (highest dose often 115 µM), for inactives: at the highest dose activity change, negative = inhibition, usual class: inhibitors; actives 0.037% (n = 290,000); active means well fitted inhibition curve with a large enough effect in the polarisation, with a control signal flat, not every such curve was filed as active; inconclusive means small, poorly fitted or top-dose-only effect, or effect the other way, or a change in a side signal; inactive means no such curve, though single readings can be large or run the other way; the % refers to the polarisation; further: potency means the concentration at half of the fitted maximal effect
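Steps: dispense CXXC domain solution (7 uM) → pin compounds or unlabeled HOX-A9 DNA control → 5 min ambient → add FLSN-HOX-A9 solution (50 nM) → spin → 30 min ambient → fluorescence polarization. Tris pH 7.5/NaCl/DTT/BSA buffer.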
ELG1 repair inh: inhibitors of ELG1-dependent DNA repair in HEK293T cells | AID 504467 | actives 2.3% (n = 330,000) | Potency, µM (highest dose often 46.1 µM), for inactives: top-dose activity change, negative = inhibition, hits mostly inhibitors | HEK293T ELG1-luciferase reporter, luminescence, 16 h; DNA damage induced by 5-fluorouridine; further: potency means the concentration at half of the fitted maximal effect; on the % scale 0 is the no-effect control and ±100 the full control effect; nearly all actives have a fitted effect of over 55% in size
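Cells (2,000 per well) received 5-fluorouridine plus test compound or DMSO and were incubated 16 hr at 37 °C, 5% CO2. Luciferase activity was read by luminescence 30 min after ONE-Glo addition; signal suppression marked inhibition of damage-induced ELG1 function.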
a7 integrin act: activates integrin-mediated alleviation for muscular dystrophy | alpha7betagal myoblasts, beta-gal FDG fluorescence, 48 h | Potency, µM (top dose mostly 38.3 µM), without a hit: top-dose activation, hits mostly activators | actives 0.064% (n = 350,000);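 further: potency means the concentration at half of the fitted maximal effect; 100% = response of the positive control SU9516; nearly all actives have a fitted effect of over 60% in size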
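alpha7betagal+/- myoblasts (passage 13, 250/well) treated 48 h at 37C with compounds at 1:260 dilution of DMSO stock. Lysed, then beta-galactosidase activity read as FDG fluorescence (ex 480/em 540) after 30 min, with pre-read for autofluorescence.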
B2AR arrestin: recruits beta-arrestin to the human beta2-adrenergic receptor. P07550. beta-arrestin recruitment to beta2AR, cell-based reporter. Potency, µM (top dose mostly 46.1 µM), for inactives: top-dose activation, hits mostly activators. actives 0.02% (n = 330,000). AID 492947;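 further: potency means the concentration at half of the fitted maximal effect; 0% = DMSO controls and full agonism = EC100 isoproterenol or metaproterenol; nearly all actives have a fitted effect of over 65% in size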
TCR act: T cell receptor activation | AID 504894 | 330,000 tested, under 10 active | Potency, µM (highest dose often 9.22 µM), for inactives: top-dose activation of IL-2 secretion, actives largely listed as activators | primary human leukocytes, anti-CD3, IL-2 HTRF, 48 h; further: % of control where 0% means no effect
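Primary human leukocytes were stimulated with a-CD3 beads plus compounds for 48 hr without co-stimulation; secreted IL-2 was quantified by HTRF using a-IL-2-K (europium cryptate) and a-IL-2-d2, excited at 320nm with acceptor emission read at 665nm.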
The depositor's hits bear a star; ? = inconclusive; · = no result given; [ ] = dose if it differs, or a comment. Unless noted, the call rests on the fitted dose curve; in most records, active means well fitted curve in the direction sought with a large enough effect; inconclusive means small, poorly fitted or top-dose-only effect, or another doubt; inactive means no such curve, though single readings can be large; an effect the other way counts as inactive or inconclusive. Rows are unselected; overall some 3.8% were active at least once.

smiles	PTAP TSG101 blk	p53 reactivator	TRPV1 ag	A-T KAP1 phos	BRCA1 expr up	CXXC DNA block	ELG1 repair inh	a7 integrin act	B2AR arrestin	TCR act
CC(C(=O)N(C)Cc1ccccc1)N1CCN(C/C=C/c2ccccc2)CC1 (configuration not stated)	0%	3%	3	6%	-13%	-7%	-8%	-29%	-0.7%	-4%
COc1ccccc1N1CCN(C(=O)COc2ccc(Cl)cc2Br)CC1	-3%	-2%	2	3%	-72%	3%	?	-11%	0.0%	0%
CCOC(=O)N1CCN(S(=O)(=O)c2ccc(-n3cnnn3)cc2)CC1	-4%	1%	17	0%	-1%	-6%	18%	33%	0.1%	6%
O=C(C(Cl)c1ccccc1)N1CCCC1 (configuration not stated)	1%	9%	1	-3%	-30%	11%	?	-32%[inhibitor]	-0.1%	0%
COc1ccc(NC(=O)c2ccc(-n3cccn3)nc2)c(OC)c1	-3%	3%	-2	4%	3%	-8%	0%	28%	0.3%	-5%
Cc1ccccc1Nc1nnc(-c2ccc(C(=O)NCCO)cc2)c2ccccc12	-8%	-6%	-4	-6%	7%	-1%	-28%	13%	-0.1%	2%
Cc1cc(C)nc(N2C(=O)CC(Cc3ccc(Cl)cc3)C2=O)n1 (configuration not stated)	-1%	0%	1	2%	-11%	-1%	2%	436%	-0.3%	-3%
COc1ccc(C(=O)c2ccc(-c3ccc(OC)cc3)nc2)cc1	-3%	0%	2	-4%	6%	9%	16%	18%	-0.4%	12%
CCC(=O)N1CCc2cc(Br)cc(S(=O)(=O)NCC3CCCO3)c21 (configuration not stated)	-1%	-12%	-2	-1%	-14%	-6%	?	6%	0.1%	1%
CCC(C(=O)Nc1cccc(C(F)(F)F)c1)c1ccccc1 (configuration not stated)	0%	4%	25	1%	-38%	-6%	-10%	11%	0.1%	-8%
NNc1nc2ccccc2c(=O)n1Cc1ccccc1	-4%	·	-7	9%	104%	-4%	?	43%	-0.3%	-3%
Cc1cc(C)c(S(=O)(=O)N2CCCOC2CNC(=O)C(=O)NCc2cccnc2)c(C)c1 (configuration not stated)	-1%	-1%	1	-3%	-6%	-5%	1%	-43%	0.3%	4%
Cc1cc(C)c(Cn2c3ccccc3c3cnn(CC(=O)NCCN4CCOCC4)c(=O)c32)c(C)c1	1%	-13%	3	2%	-11%	-3%	-1%	0%	0.2%	-1%
O=C(Cc1ccccc1)N/N=C/c1cccs1	-5%	?	0	3%	23%	-10%	10%	12%	0.3%	3%
COc1ccc(CNC(=O)N2CCN(c3ccccc3)CC2)cc1	0%	-2%	20	5%	36%	3%	-10%	-9%	-0.2%	-2%

Reprinted from the part before: two entries; new compounds follow.
smiles	PTAP TSG101 blk	p53 reactivator	TRPV1 ag	A-T KAP1 phos	BRCA1 expr up	CXXC DNA block	ELG1 repair inh	a7 integrin act	B2AR arrestin	TCR act
O=C(Cc1ccccc1)N/N=C/c1cccs1	-5%	?	0	3%	23%	-10%	10%	12%	0.3%	3%
COc1ccc(CNC(=O)N2CCN(c3ccccc3)CC2)cc1	0%	-2%	20	5%	36%	3%	-10%	-9%	-0.2%	-2%
CCOC(=O)C1=C(C)Nc2nnnn2C1c1cccnc1 (configuration not stated)	-6%	-1%	-2	0%	4%	-4%	0%	13%	0.0%	-5%
CCCCn1c(N)c(N(CC(C)C)C(=O)CCNC(=O)c2ccc([N+](=O)[O-])cc2)c(=O)[nH]c1=O	-1%	3%	4	-1%	-12%	·	11%	2%	-0.5%	1%
O=C(Nc1cccnc1)c1ccc(COc2ccccc2Br)o1	-6%	-23%	-19	-1%	1%	-1%	?	-49%[inhibitor]	-0.1%	-7%
O=C(O)COc1ccccc1-c1nc(-c2ccccc2)c(-c2ccccc2)[nH]1	-4%	3%	-1	11%	-31%	-9%	-14%	-4%	-0.5%	3%
CN(C)/N=C/c1ccc(P(c2ccc(/C=N/N(C)C)o2)c2ccc(/C=N/N(C)C)o2)o1	2%	-4%	0	-14%	-61%	2%	-17%	-44%	0.3%	4%
O=C(Nc1ncc(Cc2ccccc2Cl)s1)C1=NCCN1	-7%	-20%	-2	2%	14%	-2%	-4%	?	-0.4%	-5%[46.1 µM]
Cc1ccc(N2CC(C(=O)Nc3cc(C)on3)CC2=O)cc1 (configuration not stated)	-5%	5%	1	7%	-9%	-4%	-2%	14%	0.3%	-1%
CCN(C(=O)Cn1cnc2c1c(=O)n(C)c(=O)n2C)C1CCS(=O)(=O)C1 (configuration not stated)	-7%	3%	2	4%	2%	·	2%	-8%	0.0%	12%
CC(C)c1ccc(CN(C(=O)c2ccco2)C2CCS(=O)(=O)C2)cc1 (configuration not stated)	0%	-3%	1	-4%	-21%	25%	1%	0%	-0.1%	3%
COC(=O)c1ccc(Oc2nc(NC(C)C)nc(NC(C)C)n2)cc1	-3%	-2%	3	5%	-12%	9%	15%	10%	-0.9%	-58%
CC1(c2nnc(-c3ccccc3)o2)CC(c2ccc([N+](=O)[O-])cc2)=NO1 (configuration not stated)	0%	·	·	·	-28%	·	·	-16%	·	-7%
Cn1ncc2c(=O)[nH]nnc21	-7%	·	·	·	4%	·	·	5%	·	-2%
Cc1cc(N2CCN(c3nc(-c4ccc([N+](=O)[O-])cc4)cs3)CC2)c2ccccc2n1	1%	0%	-5	-2%	-40%	17%	-3%	-69%[inhibitor]	0.1%	7%
Cc1nn(-c2ccccc2)c(C)c1CN	0%	-1%	3	8%	0%	-1%	4%	-87%[inhibitor]	-1.5%	0%
COc1cccc(OC)c1C(=O)NC(C)CCc1ccccc1 (configuration not stated)	-11%	·	-1	-3%	6%	4%	24%	-6%	-0.6%	-5%
O=C(CSc1ncccc1C(=O)O)Nc1ccc2c(c1)OCCO2	-3%	8%	1	8%	-9%	4%	12%	-1%	0.3%	0%
COc1ccc(Cc2n[nH]c(=S)n2C)cc1Br	-13%	2%	0	6%	-15%	0%	-9%	17%	0.1%	-4%
Cc1cc(-n2c(SCC(=O)Nc3ccc(F)c(F)c3)nc3n[nH]c(C)c3c2=N)ccc1Cl	1%	4%	2	?	-3%	-1%	0%	3%	-0.3%	0%
Cc1cccn2c(=O)c3cc(C(=O)NCCN4CCOCC4)c(=N)n(CCCN4CCOCC4)c3nc12	2%	-3%	0	-2%	-1%	0%	-6%	-8%	0.6%	0%
CCOc1ccccc1C(=O)NCCCCCC(=O)O	-3%	-5%	-2	5%	0%	1%	-1%	-6%	0.2%	-3%
Cc1ccc(NC(=O)C(=O)NCc2ccc(/C=N/NC(=O)c3c(C)nc4cc(C)ccn34)o2)cc1	·	21%	6	-6%	·	3%	-8%	·	-0.7%	9%[46.1 µM]
CC(C)=NOCc1ccc(-c2cn([C@@H]3COC[C@H]3O)nn2)cc1	·	27%	3	8%	·	0%	?	·	-1.0%	·
CCOC(=O)CNC(=S)N(Cc1ccc(C)cc1)Cc1ccc(C)o1	-1%	0%	?	1%	-12%	42%[activator]	-1%	-27%	-0.2%	2%[46.1 µM]
Cc1cccc(C)c1NC(=O)N1CCC(n2c(=O)[nH]c3ccccc32)CC1	-1%	2%	-3	4%	17%	-1%	-15%	-13%	0.1%	-6%
CC(=O)CN1C(=O)NC2(CCCc3ccccc32)C1=O (configuration not stated)	-3%	1%	-3	4%	2%	9%	9%	0%	-0.3%	0%
CN(CC(=O)Nc1cccc(F)c1)C(=O)Cn1c(=O)cnc2ccccc21	-2%	-2%	-1	-2%	-15%	·	28%	-1%	-2.3%	13%

Sorted by molecular weight (smallest number first): part of the list above
smiles	PTAP TSG101 blk	p53 reactivator	TRPV1 ag	A-T KAP1 phos	BRCA1 expr up	CXXC DNA block	ELG1 repair inh	a7 integrin act	B2AR arrestin	TCR act
CCOc1ccccc1C(=O)NCCCCCC(=O)O	-3%	-5%	-2	5%	0%	1%	-1%	-6%	0.2%	-3%
COc1ccc(Cc2n[nH]c(=S)n2C)cc1Br	-13%	2%	0	6%	-15%	0%	-9%	17%	0.1%	-4%
O=C(CSc1ncccc1C(=O)O)Nc1ccc2c(c1)OCCO2	-3%	8%	1	8%	-9%	4%	12%	-1%	0.3%	0%
